VCAM1 TNFa inh: inhibitors of TNFa-induced VCAM1 expression, primary screen, imaging, HUVEC, TNFa stimulus, immunofluorescence | AID 802, 2007 | inhibition, % at 2 µM | 95,000 compounds, 0.48% hits | HUVEC TNFa-induced VCAM-1 immunofluorescence, high-content imaging;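 active = inhibition above the batch mean plus 3 SD, with images confirmed as a hit by eye, cut at about 37% in these data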;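 also: 0% = TNF-stimulated DMSO wells and 100% = unstimulated control wells; not every result past the cut was called active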
PLK1 kinase inh: human PLK1 kinase inhibitors, primary screen, biochemical, TR-FRET. Serine/threonine-protein kinase PLK1 (Homo sapiens), P53350. recombinant PLK1 kinase, TR-FRET peptide phosphorylation. inhibition, % at 10 µM. 97,000 compounds, 0.53% hits. AID 619, 2007;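 active = inhibition of 50% or more in the single-concentration screen; inactive = inhibition below 50%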;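 also: 0% = DMSO max control and 100% = H-89 dihydrochloride min control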
PLK1 PBD inh: Plk1 polo box domain binding inhibitors, primary screen, biochemical, fluorescence polarization. Plk1 PBD phosphopeptide binding. 97,000 compounds, 0.13% hits. inhibition, %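 (tested at about 20 µM)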. Serine/threonine-protein kinase PLK1 (Homo sapiens), P53350. AID 693, 2007; in the data active = inhibition above about 34%, passing the limit was not always enough
E coli WT exp: growth inhibitors of wild-type E. coli, primary screen, strain BW25113, expanded library, OD600 | growth inhibition, % at 100 µM | 98,000 compounds, 0.15% hits | OD600 absorbance | AID 710, 2007;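 active = growth inhibition above about 50% at one test dose, limit read from the data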;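 also: growth measured after 20 h incubation at 37 °C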
DAT uptake mod: changed hDAT dopamine uptake under cocaine IC80, either direction, primary screen, cocaine antagonist project, cell-based, LLC-PK1 hDAT, [14C]-dopamine uptake, MLSMR; LLC-PK1 hDAT cells, [14C]-dopamine uptake with cocaine IC80; actives deviate in either direction; B-score at 10 µM; 110,000 compounds, 1.3% hits; AID 449768, 2010;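 active = Z score or B-score, a plate-position-corrected score, falls beyond the plate's 99.7% confidence bounds, in either direction; inactive = both scores lie inside the 99.7% bounds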;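 also: scored against the spread of the other compound wells on the same plate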
HUVEC tox TNFa: cytotoxicity in TNFa-stimulated HUVEC, primary screen, cytotoxicity control for VCAM1 expression modulator project, imaging, Hoechst nuclei count | cell count reduction, % at 2 µM | 93,000 compounds, 0.17% hits | HUVEC TNFalpha-stimulated, Hoechst cell count;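 active = cell count reduction exceeding the screen mean by over 5 SD, scaled to untreated wells per plate, cut at about 78% in these data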;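 also: cells counted after 24 h of TNF alpha exposure following the 1 h pretreatment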
HUVEC tox IL1B: cytotoxicity in IL-1B stimulated HUVEC, primary screen, cytotoxicity control for IL-1B NFkB translocation project, imaging, Hoechst nuclear count, IL-1B stimulus. HUVEC cell count loss. cell count reduction, % at 2 µM. 94,000 compounds, 0.41% hits. AID 845, 2007;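 active = cell count reduction more than 3 SD above the screen-wide mean, cut at about 70% in these data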;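 also: normalized per plate to untreated control cells as the no-loss baseline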
F-actin modifier: modifiers of F-actin cytoskeleton organization, primary screen, imaging, HUVEC, phalloidin staining, high-content imaging. HUVEC TNFa F-actin phalloidin imaging. inhibition, % at 2 µM. 91,000 compounds, 0.18% hits. AID 836, 2007;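 active = inhibition above the batch mean plus 3 SD and confirmed as a hit by visual image inspection, cut at about 30% in these data, passing the limit was not always enough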; also: strong numbers were not always called active
sEH inh: soluble epoxide hydrolase inhibitors, primary screen, biochemical, human sEH | Bifunctional epoxide hydrolase 2 (Homo sapiens), P34913 | inhibition, % at 2 µM | 91,000 compounds, 0.34% hits | recombinant human sEH enzymatic activity assay; in the data active = inhibition above about 80%; also: values of inactives mirror those of a sister screen read the other way; many of its hits are not listed in these tables
Target sequence (P34913 whole entry, looked up): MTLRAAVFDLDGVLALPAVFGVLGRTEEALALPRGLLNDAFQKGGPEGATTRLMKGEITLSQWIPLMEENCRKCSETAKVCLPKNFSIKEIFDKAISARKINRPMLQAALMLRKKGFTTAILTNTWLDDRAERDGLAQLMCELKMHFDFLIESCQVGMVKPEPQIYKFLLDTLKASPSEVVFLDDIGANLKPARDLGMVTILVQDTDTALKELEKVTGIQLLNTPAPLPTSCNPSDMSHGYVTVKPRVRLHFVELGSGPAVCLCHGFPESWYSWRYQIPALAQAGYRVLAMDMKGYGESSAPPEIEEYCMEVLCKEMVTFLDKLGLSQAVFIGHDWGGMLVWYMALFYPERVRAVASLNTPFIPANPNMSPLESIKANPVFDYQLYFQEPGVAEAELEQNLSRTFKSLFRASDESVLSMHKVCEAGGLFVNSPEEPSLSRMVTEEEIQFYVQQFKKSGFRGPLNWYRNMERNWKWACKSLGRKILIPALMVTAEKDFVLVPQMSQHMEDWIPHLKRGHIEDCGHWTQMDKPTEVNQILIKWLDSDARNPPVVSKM
* hit, by the source's call; · = not tested or not shown.

1) CN(CCCNC(=O)C1CCC(=O)N1Cc1ccc(F)cc1)c1ccccc1 (stereo unspecified)
2) CCCn1c(CCC(=O)O)ccc1-c1ccc(OC)cc1
3) COc1ccc(C(CNC(=O)CN2C(=O)NC3(CC(C)CC(C)(C)C3)C2=O)N2CCOCC2)cc1 (stereo unspecified)
4) N#Cc1ccc(COC(=O)C2CCC(=O)N2)cc1 (stereo unspecified)
5) N#Cc1cnn(Cc2ccccc2)c1N

Assay by compound	1	2	3	4	5
VCAM1 TNFa inh	-1	5	-6	-1	16
PLK1 kinase inh	-7	-10	-6	-12	14
PLK1 PBD inh	32	-36	9	-17	4
E coli WT exp	3	3	1	-3	4
DAT uptake mod	-0.24	-0.8	0.45	-0.29	0.00098
HUVEC tox TNFa	-48	12	22	-34	40
HUVEC tox IL1B	10	7	18	-7	-25
F-actin modifier	13	10	-11	8	1
sEH inh	1	0	-13	-5	-3

An excerpt from above in order of their number in PLK1 PBD inh, high to low.
# | smiles | VCAM1 TNFa inh | PLK1 kinase inh | PLK1 PBD inh | DAT uptake mod | F-actin modifier | sEH inh
1 | CN(CCCNC(=O)C1CCC(=O)N1Cc1ccc(F)cc1)c1ccccc1 (stereo unspecified) | -1 | -7 | 32 | -0.24 | 13 | 1
3 | COc1ccc(C(CNC(=O)CN2C(=O)NC3(CC(C)CC(C)(C)C3)C2=O)N2CCOCC2)cc1 (stereo unspecified) | -6 | -6 | 9 | 0.45 | -11 | -13
5 | N#Cc1cnn(Cc2ccccc2)c1N | 16 | 14 | 4 | 0.00098 | 1 | -3

Going on with the list:
6) O=C(NCc1cccnc1)C1c2ccccc2C(=O)N1Cc1ccco1 (stereo unspecified)
7) CCOC(=O)c1cc2sc(C)cc2n1CC(=O)NCc1ccc(F)cc1
8) COc1ccc(NC(=O)c2cc3c(=O)n(C)c4ccccc4c3n2C)cc1OC
9) O=C(Nc1ccc2c(c1)OCO2)c1c(F)cccc1F
10) Cc1ccc(C(=O)N(CC(=O)NC2CCCCC2)c2ccccc2C)s1

Assay by compound	6	7	8	9	10
VCAM1 TNFa inh	0	3	37	12	-45
PLK1 kinase inh	-8	-21	-1	-8	-4
PLK1 PBD inh	-7	-30	-4	-7	-13
E coli WT exp	-7	-10	-3	2	0
DAT uptake mod	0.037	0.55	0.37	-1	1.2
HUVEC tox TNFa	-5	0	-22	1	·
HUVEC tox IL1B	-8	6	-2	6	22
F-actin modifier	15	-3	-10	-6	21
sEH inh	-20	9	·	-2	50

An excerpt of these results, with values under each structure:
Results follow in this order: VCAM1 TNFa inh | PLK1 kinase inh | PLK1 PBD inh | E coli WT exp | DAT uptake mod | HUVEC tox TNFa | HUVEC tox IL1B | F-actin modifier | sEH inh
[6] O=C(NCc1cccnc1)C1c2ccccc2C(=O)N1Cc1ccco1 (stereo unspecified)
→ 0 | -8 | -7 | -7 | 0.037 | -5 | -8 | 15 | -20
[7] CCOC(=O)c1cc2sc(C)cc2n1CC(=O)NCc1ccc(F)cc1
→ 3 | -21 | -30 | -10 | 0.55 | 0 | 6 | -3 | 9
[8] COc1ccc(NC(=O)c2cc3c(=O)n(C)c4ccccc4c3n2C)cc1OC
→ 37 | -1 | -4 | -3 | 0.37 | -22 | -2 | -10 | ·
[9] O=C(Nc1ccc2c(c1)OCO2)c1c(F)cccc1F
→ 12 | -8 | -7 | 2 | -1 | 1 | 6 | -6 | -2
[10] Cc1ccc(C(=O)N(CC(=O)NC2CCCCC2)c2ccccc2C)s1
→ -45 | -4 | -13 | 0 | 1.2 | · | 22 | 21 | 50

Remaining list, next part
11) Cc1nc2ccccn2c1C(=O)N/N=C/c1cc(C)n(-c2ccc(Br)cc2)c1C
12) CCN1CCN(c2cc(C)c3cc(NC(=O)c4ccncc4)ccc3n2)CC1
13) CCOCCCNS(=O)(=O)c1ccc(-n2cnnn2)c(OC)c1
14) O=[n+]1cc(-c2ccc(F)cc2)n([O-])c2c1CCC2
15) Cn1c(N2CCCCC2)nc2c1c(=O)n(Cc1cccc(Br)c1)c(=O)n2C

Assay by compound	11	12	13	14	15
VCAM1 TNFa inh	-28	20	8	5	15
PLK1 kinase inh	-5	-10	0	-10	-17
PLK1 PBD inh	-2	10	0	-15	19
E coli WT exp	·	5	0	-5	-2
DAT uptake mod	-0.16	1.7	-1.2	1.2	0.035
HUVEC tox TNFa	-18	4	-6	-25	21
HUVEC tox IL1B	-24	5	7	-12	3
F-actin modifier	-11	0	11	-7	-17
sEH inh	11	2	-3	1	-10

16) CCOc1ccc(Cl)cc1CNCCNCC(C)O (stereo unspecified)
17) COc1cc2c(cc1OC)C1(NCC2)C(=O)Nc2ccccc21 (stereo unspecified)
18) CC/C(=N/Nc1ccccc1Cl)c1cnnc(-c2ccccc2)n1
19) N=c1c(S(=O)(=O)c2ccccc2)cc2c(=O)n3ccccc3nc2n1CC1CCCO1 (stereo unspecified)
20) CCCNC(=O)NC(=O)CSc1nc2ccccc2n1CC(C)C

Assay by compound	16	17	18	19	20
VCAM1 TNFa inh	-6	16	-14	-1	7
PLK1 kinase inh	-7	-15	-8	-20	-4
PLK1 PBD inh	-8	-9	2	0	-21
E coli WT exp	5	7	·	1	-2
DAT uptake mod	-0.57	0.52	0.054	0.57	0.76
HUVEC tox TNFa	-14	-10	-3	-36	-23
HUVEC tox IL1B	-42	-8	31	-10	4
F-actin modifier	8	-31	-4	42	26
sEH inh	1	-1	4	·	-8

21) CCOC(=O)c1sc(N(Cc2ccccc2)C(=O)CSc2ncn[nH]2)nc1C
22) Cc1nc(-c2ccc(NS(C)(=O)=O)cc2)cs1
23) Cc1cc(C)cc(NC(=O)Cn2c(=O)oc3cc(S(=O)(=O)N4CCC(C)CC4)ccc32)c1
24) CCOc1ccc(OCC)c(NC(=O)CCCN2C(=O)c3cccnc3C2=O)c1
25) c1ccc(-c2nnc3sc(CN4CCc5ccccc54)cn23)cc1
26) CCOc1cc(NC(=O)c2cnccn2)c(OCC)cc1NC(=O)c1ccc(C)cc1
27) CC(C)N(CCNC(=O)C1CCC(=O)N1Cc1ccc(F)cc1)Cc1ccccc1 (stereo unspecified)
28) N#C/C(=C/c1ccc(Br)o1)C(N)=O

Assay by compound	21	22	23	24	25	26	27	28
VCAM1 TNFa inh	-12	-20	14	1	5	10	-7	17
PLK1 kinase inh	-8	-1	-16	-5	-15	-10	-11	4
PLK1 PBD inh	-10	-1	13	-16	-16	13	-7	-12
E coli WT exp	1	2	3	4	4	·	-1	·
DAT uptake mod	-0.89	-0.47	-0.47	-0.11	0.37	·	-0.97	0.11
HUVEC tox TNFa	4	-4	-25	-1	-9	-11	-6	-36
HUVEC tox IL1B	8	8	20	21	-37	-42	-86	-31
F-actin modifier	5	-7	-1	-5	4	-30	12	3
sEH inh	-2	-12	0	-21	6	6	-3	6

This is a random part of the collection; any-hit rate near 3.4%.
